Screening data from PubChem BioAssay.
14-3-3 Bad PPI = disrupts binding of bovine 14-3-3 zeta to phospho-Bad peptide; TR-FRET 14-3-3zeta/Dy647-pBad peptide displacement, 1 h; actives 0.71% (n = 220,000); AID 781; inhibition, % at 21.7 µM; P63103;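 active means inhibition above about 70%, limit read from the data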;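 further: 0% = full 14-3-3 plus peptide FRET controls and 100% = background without 14-3-3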
Target sequence (P63103 whole entry, looked up): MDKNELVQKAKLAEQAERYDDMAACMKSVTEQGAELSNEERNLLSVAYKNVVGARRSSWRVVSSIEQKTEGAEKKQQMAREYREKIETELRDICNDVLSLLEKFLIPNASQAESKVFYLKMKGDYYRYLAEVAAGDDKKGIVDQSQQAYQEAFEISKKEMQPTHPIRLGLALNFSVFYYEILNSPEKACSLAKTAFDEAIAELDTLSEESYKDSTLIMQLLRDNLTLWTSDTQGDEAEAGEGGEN
PGE2 EP2 inh = EP2 receptor (human) inhibition. C6 glioma cells expressing human EP2, cAMP TR-FRET; cells stimulated with saturating PGE2. actives 0.52% (n = 260,000). inhibition, % at 25 µM;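 active means percent inhibition above 40 after rounding to a whole number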;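 further: rat C6 glioma host cells with rolipram phosphodiesterase inhibitor present; the protocol text gives 20 µM as final concentration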
Target sequence (P43116 whole entry, looked up): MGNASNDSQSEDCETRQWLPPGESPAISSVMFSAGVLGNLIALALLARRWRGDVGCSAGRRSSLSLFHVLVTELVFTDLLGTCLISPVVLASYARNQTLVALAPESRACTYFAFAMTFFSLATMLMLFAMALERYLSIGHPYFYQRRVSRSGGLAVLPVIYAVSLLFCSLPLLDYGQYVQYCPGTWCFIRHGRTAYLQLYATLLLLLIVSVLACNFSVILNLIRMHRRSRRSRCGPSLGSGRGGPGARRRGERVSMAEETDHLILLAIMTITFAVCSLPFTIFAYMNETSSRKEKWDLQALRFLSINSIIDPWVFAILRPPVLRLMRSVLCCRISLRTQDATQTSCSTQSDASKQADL
CHOP inh = CHOP inhibition in unfolded protein response; CHO-K1 CHOP-promoter luciferase, tunicamycin-induced, 15-18 h; inhibition, % at 10 µM; actives 3.8% (n = 220,000);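 active means compounds that reduced the stress-induced luciferase reporter signal by more than about 70% of percent inhibition, limit read from the data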;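 further: 0% = tunicamycin plus vehicle and 100% = wells without tunicamycin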
NPY1 pot ag = potentiators or agonists of human neuropeptide Y receptor Y1. P25929. NPY-Y1 expressing cells, potentiator/agonist activation. activation, % at 3.6 µM. actives 0.37% (n = 220,000); in the data active means activation above about 33%, passing the limit was not always enough;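 further: cells stimulated with NPY at EC10 then isoproterenol at EC100; 0% = low agonist plus stimulus and 100% = saturating agonist plus stimulus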
Target sequence (P25929 whole entry, looked up): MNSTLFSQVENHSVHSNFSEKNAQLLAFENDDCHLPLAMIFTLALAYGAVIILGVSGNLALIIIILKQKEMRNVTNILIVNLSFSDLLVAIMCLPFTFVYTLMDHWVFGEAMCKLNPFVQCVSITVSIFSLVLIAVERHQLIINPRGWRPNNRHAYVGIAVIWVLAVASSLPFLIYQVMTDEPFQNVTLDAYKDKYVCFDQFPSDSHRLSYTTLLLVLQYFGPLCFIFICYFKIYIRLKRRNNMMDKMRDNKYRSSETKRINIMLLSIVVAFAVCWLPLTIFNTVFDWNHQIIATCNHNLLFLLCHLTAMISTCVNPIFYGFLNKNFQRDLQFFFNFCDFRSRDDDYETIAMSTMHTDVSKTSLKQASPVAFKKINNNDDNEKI
TRPN1 ag = activates the zebrafish TRPN1 channel | HEK293 zebrafish TRPN1-YFP, Fluo-8 calcium fluorescence; 100% = response to 87 µM carbachol | activation, % at 3 µM | actives 0.18% (n = 220,000) | AID 1424;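 active means activation above its plate's cutoff, the mean activation of test wells on that plate plus 3 SD, cut at about 19% in these data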;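 further: 0% = DMSO alone and 100% = 87 µM carbachol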
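Material – zebrafish TRPN1-YFP in HEK293 cells · Doses – 3 µM single point · Schedule – dye 1 h 37 °C plus 30 min RT · Signal – Fluo-8 calcium fluorescence, excitation 470-495 nm, emission 515-575 nm · Read-out – % activation versus carbachol response · Control set – carbachol high, DMSO low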
NPY-Y1 antag = NPY-Y1 (human) receptor antagonism; P25929; HEK293-CNG Y1 cells, membrane potential fluorescence; NPY at EC95, then isoproterenol; inhibition, % at 3.6 µM; actives 1% (n = 200,000);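 active means inhibition above the campaign mean inhibition of all tested compounds plus 3 SD, cut at about 20% in these data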;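 further: 0% = DMSO wells given NPY plus isoproterenol and 100% = isoproterenol alone without NPY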
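Material: HEK293 cells co-expressing NPY Y1 receptor and cyclic-nucleotide gated channel. Timing: compound incubation 1 h at room temperature, readout 45 min post-stimulation. Signal: fluorescence, membrane potential probe.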
PPC-1+TRAIL kill = kills PPC-1 cancer cells in the presence of TRAIL; PPC-1 cells + TRAIL, ATPLite viability luminescence; cell killing (% activity), % at 4 µM; actives 0.41% (n = 220,000);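 active means cell killing above 50% in the first pass at 4 µM, then a duplicate retest at 5 µM averaging 50% or more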;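 further: plate controls were cells with TRAIL plus DMSO for no effect and medium-only wells lacking cells for full effect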
EP2 mod = modulates human prostaglandin E2 receptor EP2 signaling | AID 940 | EP2-expressing cells, cAMP HTRF FRET, PGE2 co-stimulation | induction, % at 25 µM | actives 0.83% (n = 260,000);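 active means compounds whose cAMP rise, as percent of the full-agonist control response, exceeds 60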;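 further: rat C6 glioma line stably carrying human EP2 under a CMV promoter; the protocol text gives 20 µM as final concentration; 100% = response of wells given 1 µM PGE2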
TRPML3 agonist = human mucolipin-3 channel agonism | Q8TDD5 | HEK293 TRPML3-YFP, Fluo-8 calcium fluorescence; 100% = the carbachol control signal | activation, % at 3 µM | actives 0.29% (n = 220,000) | AID 1448;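 active means activation above its plate's cutoff, the mean activation of the plate's test wells plus 3 SD, cut at about 12% in these data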;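 further: 0% = DMSO only wells and 100% = carbachol wells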
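system = HEK293 cells stably carrying human TRPML3-YFP | doses = one concentration, 3 µM nominal, 0.3% DMSO | timing = dye loading 1 h 37 °C then 30 min ambient, 125 s read | detection = Fluo-8 calcium dye fluorescence, ex 470-495, em 515-575 nm | benchmarks = high control carbachol 87 µM, low control DMSO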
Active calls of the source: *; nt = not tested or not shown; [ ] = another dose, or the depositor's remark. A portion of the library; count on the stated rates, not on these rows.

SMILES | 14-3-3 Bad PPI | PGE2 EP2 inh | CHOP inh | NPY1 pot ag | TRPN1 ag | NPY-Y1 antag | PPC-1+TRAIL kill | EP2 mod | TRPML3 agonist
COC1(OC)N=C(N)C2(C#N)C(c3ccc4c(c3)OCO4)C12C#N (configuration not stated) | 1[fluorescence artefact?] | 19 | 17 | 2 | 0.0 | 3 | -6 | 7 | -0.9
Cc1ccc2nc(SCc3nnc(-c4cccs4)o3)[nH]c2c1 | -5 | 1 | 12 | -5 | -1.4 | 5 | 8 | -16 | -0.7
CCN1CCN(CCCN(Cc2cccs2)C(=S)Nc2ccccc2C)CC1 | -1 | 2 | 6 | -7 | 0.8 | 2 | 14 | -18 | 1.0
O=C(Nc1ccc(Oc2ccc3ccccc3c2)cc1)c1ccco1 | -12[fluorescence artefact?] | 8 | 18 | 16 | 0.7 | -4 | 7 | -49 | 1.1
COc1cc(NC(=S)N2CCc3ccccc3C2)cc(OC)c1 | -19 | 3 | 2 | 3 | 0.3 | 2 | 6 | 8 | -0.5
CSc1ccccc1NC(=O)COc1ccccc1Cl | -9 | 12 | -14 | -14 | -1.1 | -1 | 7 | 38 | -0.1
CN(C(=O)c1cccn(Cc2ccccc2)c1=O)c1ccccc1 | -1 | 4 | -9 | 3 | 1.1 | 0 | 12 | 7 | 0.4
O=C(CSC1=NNC(c2ccccn2)S1)Nc1cccc(Cl)c1 (configuration not stated) | -7 | 11 | 38 | 5 | 2.9 | nt | -1 | -71 | 0.8
c1ccc(C2=Nc3c(ccc4ccccc34)C(c3ccncc3)=NN2)cc1 | -11 | 2 | 30 | 16 | -1.2 | 3 | 18 | 52 | 0.1
O=C(NCC1CCCO1)c1cccc(S(=O)(=O)NCc2ccccc2)c1 (configuration not stated) | -18 | 5 | 20 | -1 | -0.4 | -2 | -4 | 2 | 1.4
Cc1[nH]n(-c2ccccc2)c(=O)c1C=Nc1ccc(S(=O)(=O)N(C)C)cc1 | -10 | 7 | 32 | 11 | 0.6 | 4 | 21 | -24 | 0.9
CN(C)S(=O)(=O)c1ccccc1C#N | 33 | 2 | 0 | 7 | 0.5 | -2 | -15 | 26 | 0.1
Fc1cccc(Oc2nc3ccccc3n3cccc23)c1 | 2 | 14 | 52 | -6 | -0.2 | 13 | -4 | 62* | -0.1
Cc1c(Cl)cccc1NC(=S)N1CCN(c2ncccn2)CC1 | -8 | 2 | -2 | 10 | 0.0 | 0 | -11 | -10 | 0.2
O=C(CCc1ccccc1)Nc1ncc2c(n1)CCCC2=O | 1 | 16 | -1 | -7 | 0.4 | -4 | -6 | 4 | 0.4
Clc1ccc(N2CCCCCC2)nn1 | 5 | 14 | -1 | -6 | 1.1 | 11 | 25 | 6 | 0.7
CCO/C=C1\C(=O)N(c2ccc(OCC)cc2)C(=O)c2ccccc21 | 2 | 10 | -5 | 1 | 0.8 | -1 | -5 | -3 | 0.9
CC(C)CNC(=O)c1c2c(nc3ccccc13)-c1ccccc1CC2 | 5 | 16 | -23 | -88 | 0.4 | 13 | 20 | 9 | -0.7
CCCC(=O)Nc1nnc(-c2cccc(OCC)c2)s1 | 12 | 6 | 57 | 3 | 0.2 | 0 | 33 | 13 | 1.1
O=C(Nc1cc(C(F)(F)F)ccc1Cl)c1cc(C2CC2)on1 | 5 | 6 | 67 | -23 | 0.7 | 4 | -4 | 27 | 1.0
COC(=O)c1ccccc1C(=O)N1CCCC(C(=O)c2cc(F)ccc2F)C1 (configuration not stated) | -8 | 7 | 14 | -1 | -0.4 | 5 | 16 | 13 | 1.3
Cc1ccc(-n2cc[nH]c2=S)c(C)c1 | -10 | 6 | -14 | 27 | -0.6 | -2 | 8 | 10 | 0.4
CCOc1ccc(C(=O)CN2CCN(S(=O)(=O)c3ccc(OC)cc3)CC2)cc1 | 37 | 13 | -10 | -7 | 0.3 | -4 | 26 | -30 | 0.8
NC(=O)NCc1cccs1 | -1 | 8 | -8 | 14 | -0.7 | -7 | -8 | 10 | 0.2
O=S(=O)(NCC1CCCO1)c1ccc(Br)s1 (configuration not stated) | -11 | 18 | 7 | -14 | 0.1 | -1 | 1 | 2 | 0.8
COc1ccccc1NC(=O)CN(Cc1ccco1)C(=O)c1ccc(=O)[nH]c1 | 5 | 12 | 13 | 17 | -0.1 | nt | 2 | -1 | 0.5
CCOCCc1nnc(NC(=O)CN2C(=O)c3ccccc3C2=O)s1 | 7 | 6 | 14 | -1 | -1.4 | 6 | 0 | 6 | 0.7
CCc1cccc(NS(=O)(=O)c2ccc3c(c2)oc(=O)n3C)c1 | 2 | nt | 39 | 6 | 2.0 | 3 | 7 | -11 | 0.8
O=C(CSc1nnc(-c2ccccc2)c2ccccc12)NCC1CCCO1 (configuration not stated) | -4 | 12 | 1 | 0 | -1.2 | -1 | -2 | -6 | -1.4
CCC(=O)c1ccc(OCC(=O)O)cc1 | -14 | -6 | 13 | 1 | 0.6 | -3 | 0 | 22 | 1.0
N#CC1=C(N)OC2=C(CC/C2=C\c2ccc(F)cc2)C1c1ccc(F)cc1 (configuration not stated) | -6 | 4 | 79* | 12 | 0.6 | -7 | 29 | 9 | 1.2
CCOC(=O)c1cc2c(=O)n3cccc(C)c3nc2n(Cc2ccco2)c1=NC(=O)c1cccnc1 | -6[fluorescence artefact?] | 10 | 0 | 13 | 0.9 | 2 | 6 | 4 | 0.5
COC(=O)c1ccc(CSc2nnc(Nc3cccc(OC)c3)s2)o1 | -8 | 18 | 38 | -6 | -1.1 | 10 | -10 | -42 | -0.6
COc1cc(NC(=O)C2CCCO2)c(OC)cc1NC(=O)c1ccccc1 (configuration not stated) | -7 | 9 | -12 | -22 | 1.0 | 9 | 8 | -1 | 1.1
COc1ccnc(Oc2ccc(F)cc2)c1C#N | 2 | 3 | 3 | -19 | -1.5 | 3 | -2 | 8 | -0.5
O=C(c1cccc(F)c1)N1CCC(O)(c2cccnc2)CC1 | 3[fluorescence artefact?] | 11 | 15 | 11 | -0.3 | 4 | 5 | 28 | 0.2
Cc1cc(C)c2c(N)c(C(=O)c3ccc(Cl)cc3)sc2n1 | 15 | 6 | -8 | 2 | 0.3 | -2 | 30 | 17 | 1.0
CCCc1cc(C(=O)Nc2cnn(Cc3ccc(F)cc3)c2)no1 | 5 | 4 | 4 | 20 | -0.5 | nt | -7 | -15 | -0.9
O=C(NN=C1C2CC3CC(C2)CC1C3)c1cc(Cl)ccc1O | 1[fluorescence artefact?] | 11 | 10 | 3 | 7.9 | -2 | 18 | 20 | 1.2
CC(C)(C)n1ncc2c(=O)n(CC(=O)NCc3ccco3)cnc21 | 6 | 12 | -18 | 3 | 0.7 | 4 | 21 | 4 | -0.6
CCn1c(CCCNC(=O)c2ccc(F)cc2)nc2ccccc21 | -2[fluorescence artefact?] | 7 | 24 | -29 | -0.1 | 6 | -6 | -5 | -0.4
C/C(=N/NC(=O)C1CCN(S(=O)(=O)c2ccc(C)cc2)CC1)c1cccc([N+](=O)[O-])c1 | -23[fluorescence artefact?] | 7 | -10 | 9 | -0.7 | -3 | 8 | -4 | 0.9
CCCCC(CC)CNC(=O)Cn1c(=O)[nH]c2ccsc2c1=O (configuration not stated) | -11 | 5 | 1 | -2 | -0.5 | -2 | -38 | 4 | 0.6
CN(C)S(=O)(=O)N1CCN(c2ccc([N+](=O)[O-])c(N3CCOCC3)c2)CC1 | -4 | 15 | 8 | -10 | 1.0 | 3 | 22 | 1 | 0.2
O=C(NCCN1CCOCC1)c1ccccc1Oc1ccccc1 | -11[fluorescence artefact?] | 11 | 11 | -4 | -0.5 | -2 | 42 | 6 | 0.0
CC1=CSC2=NC(=O)/C(=C/c3cccc(OC(=O)c4ccco4)c3)C(=N)N12 | -3 | 9 | -6 | 3 | 1.0 | 8 | 6 | 0 | 1.1
CC(C)(C)NC(=O)C(c1cccs1)N(Cc1cccs1)C(=O)c1ccc(CN2CCOCC2)o1 (configuration not stated) | -14 | 11 | 15 | 20 | 0.9 | 5 | -2 | 5 | 0.1
O=C(COC(=O)CNC(=O)c1ccccc1F)Nc1cccc(S(=O)(=O)N2CCCCCC2)c1 | -10 | 6 | 3 | -3 | 4.3 | 1 | 8 | 29 | 0.8

In the list so far, these contain a furan ring, fused or not:
SMILES | 14-3-3 Bad PPI | PGE2 EP2 inh | CHOP inh | NPY1 pot ag | TRPN1 ag | NPY-Y1 antag | PPC-1+TRAIL kill | EP2 mod | TRPML3 agonist
O=C(Nc1ccc(Oc2ccc3ccccc3c2)cc1)c1ccco1 | -12[fluorescence artefact?] | 8 | 18 | 16 | 0.7 | -4 | 7 | -49 | 1.1
COc1ccccc1NC(=O)CN(Cc1ccco1)C(=O)c1ccc(=O)[nH]c1 | 5 | 12 | 13 | 17 | -0.1 | nt | 2 | -1 | 0.5
CCOC(=O)c1cc2c(=O)n3cccc(C)c3nc2n(Cc2ccco2)c1=NC(=O)c1cccnc1 | -6[fluorescence artefact?] | 10 | 0 | 13 | 0.9 | 2 | 6 | 4 | 0.5
COC(=O)c1ccc(CSc2nnc(Nc3cccc(OC)c3)s2)o1 | -8 | 18 | 38 | -6 | -1.1 | 10 | -10 | -42 | -0.6
CC(C)(C)n1ncc2c(=O)n(CC(=O)NCc3ccco3)cnc21 | 6 | 12 | -18 | 3 | 0.7 | 4 | 21 | 4 | -0.6
CC1=CSC2=NC(=O)/C(=C/c3cccc(OC(=O)c4ccco4)c3)C(=N)N12 | -3 | 9 | -6 | 3 | 1.0 | 8 | 6 | 0 | 1.1
CC(C)(C)NC(=O)C(c1cccs1)N(Cc1cccs1)C(=O)c1ccc(CN2CCOCC2)o1 (configuration not stated) | -14 | 11 | 15 | 20 | 0.9 | 5 | -2 | 5 | 0.1

The results go on:
SMILES | 14-3-3 Bad PPI | PGE2 EP2 inh | CHOP inh | NPY1 pot ag | TRPN1 ag | NPY-Y1 antag | PPC-1+TRAIL kill | EP2 mod | TRPML3 agonist
COc1cccc(C(=O)Nc2ccc(C(F)(F)F)n(C)c2=O)c1 | 7 | 9 | -11 | -1 | -0.2 | 7 | 28 | -18 | 1.2
O=C1CC(N2CCC(Cc3ccccc3)CC2)C(=O)N1CCc1ccccc1 (configuration not stated) | -3 | 8 | 72* | 12 | -1.3 | -2 | -6 | -15 | 0.6
CSc1nc2ccccc2cc1/C=C(\C#N)c1ccccc1 | 1 | 11 | 39 | -12 | 0.6 | 1 | 7 | 42 | -0.5
C=CCOc1c(CNc2cccc(C(=O)O)c2)cccc1OCC | 5[fluorescence artefact?] | 10 | 8 | -7 | 0.5 | 5 | 14 | 21 | 0.1
CCOc1ccc(NC(=O)/C=C/c2ccc(OC)cc2)c([N+](=O)[O-])c1 | -9 | 9 | 15 | 3 | -0.3 | -5 | 7 | -15 | 0.0

Part of the list above with just TRPN1 ag and NPY1 pot ag:
SMILES | TRPN1 ag | NPY1 pot ag
COc1cccc(C(=O)Nc2ccc(C(F)(F)F)n(C)c2=O)c1 | -0.2 | -1
O=C1CC(N2CCC(Cc3ccccc3)CC2)C(=O)N1CCc1ccccc1 (configuration not stated) | -1.3 | 12
